# Screens: PubChem, Sanford-Burnham Center for Chemical Genomics
# human PMI inhibitors – human PMI inhibitors, high substrate, primary screen, biochemical, fluorescence intensity, high mannose 6-phosphate (AID 1220) | recombinant PMI enzyme, coupled fluorescence intensity; higher % means a stronger effect | inhibition, % at 20 µM, or IC50 in µM where a hit was titrated | 190,000 compounds, 0.66% hits
# HEK293 NOD2/NF-kB – NOD2 signaling inhibitors, cell-based, luminescence, uHTS, HEK293 (AID 1566); 290,000 compounds, 0.63% hits; HEK293 NOD2/NF-kB luciferase reporter, luminescence; higher % means a stronger effect; inhibition, % at 4 µM; hits with a dose series show EC50 in µM; note: many of its hits are not listed in these tables
# XIAP displacement – small molecules displacing peptide from XIAP – biochemical, IAP family, fluorescence polarization (AID 1018) | XIAP BIR domain, fluorescence polarization peptide displacement; higher % means a stronger effect | displacement, % at 20 µM; hits with a dose series show IC50 in µM | 200,000 compounds, 0.007% hits; in the data active = displacement above about 50%; note: a part of the inactive calls stands beside numbers as strong as those of hits
# human PMI inhibition – inhibitors of human PMI, primary screen, biochemical, fluorescence intensity, coupled assay (AID 1209). purified PMI enzyme, coupled fluorescence intensity; higher % means a stronger effect. inhibition, % at 20 µM; hits with a dose series show IC50 in µM. 190,000 compounds, 0.42% hits;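 note: plate controls were DMSO vehicle for no effect and wells lacking substrate for full effect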
# KOR beta-arrestin-1 – kappa opioid receptor blockers – cell-based, luminescence, uHTS (AID 1778). one-dose inhibition, % at 10 µM; IC50 in µM for titrated hits. 290,000 compounds, 0.091% hits. KOR beta-arrestin recruitment, luminescence, antagonist mode; higher % means a stronger effect; note: strong numbers were not always called active
# KOR beta-arrestin-2 – kappa opioid receptor activators – cell-based, luminescence, uHTS, primary screen (AID 1777) | KOR beta-arrestin recruitment, luminescence; higher % means a stronger effect | activation, % at 10 µM, or EC50 in µM where a hit was titrated | 280,000 compounds, 0.02% hits; in the data active = activation above about 50%, passing the limit was not always enough; note: a part of the inactive calls stands beside numbers as strong as those of hits
# TNAP activators – human TNAP enzyme activators, primary screen, biochemical, luminescent, no phosphate acceptor, uHTS (AID 1001); activation fold at 20 µM; hits with a dose series show EC50 in µM; purified TNAP, luminescent activation assay, no phosphate acceptor; higher activation fold means a stronger effect; 200,000 compounds, 0.03% hits; in the data active = activation fold from about 3, or a potency from the dose series; inactive = the rest, 99 in 100 with activation fold below about 1.6; note: many of its hits are not listed in these tables
# NOD1 inhibition – inhibition of NOD1-driven NF-kB reporter – cell-based, luminescence, uHTS, primary screen (AID 1578) | one-dose inhibition, % at 4 µM; EC50 in µM for titrated hits | NOD1-driven NF-kB luciferase reporter cells, luminescence; higher % means a stronger effect | 290,000 compounds, 1% hits; in the data active = inhibition mostly above about 36%, no sharp cut-off; inactive = mostly below about 34%;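 note: HEK-293T reporter cells stimulated with the NOD1 agonist gamma-tri-DAP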
# LYP inhibition – PTPN22 lymphoid phosphatase activity blockers – biochemical, fluorescence intensity, uHTS (AID 1779). recombinant LYP phosphatase, fluorescence intensity; higher % means a stronger effect. one-dose inhibition, % at 11.5 µM; IC50 in µM for titrated hits. 290,000 compounds, 0.054% hits;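 note: plate controls were vehicle with enzyme for no effect and no enzyme for full effect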
# Active calls of the source: *; . = not tested or not shown; & = joins results of further samples; [ ] = dose if it differs, or a comment. Cut-off read from the data, not from the text of the source, unless noted: active = inhibition above about 50%; inactive = the rest. These rows are one share of the data; the hit share may differ from the screen's.
human PMI inhibitors,HEK293 NOD2/NF-kB,XIAP displacement,human PMI inhibition,KOR beta-arrestin-1,KOR beta-arrestin-2,TNAP activators,NOD1 inhibition,LYP inhibition,structure
.,-66%,.,.,-28%,1.1%,.,-10%,-4%,CCS(=O)(=O)N1CCc2nc(-c3ccccc3)sc2C1
10%,12%,-6.4%,9%,-12%[20 µM],-0.6%,1,-27%,-6%,CC(=O)c1cn(-c2ccc(Cl)cc2)c(=O)n(Cc2ccc(F)cc2)c1=O
.,-75%,.,.,0%,-2.1%,.,-11%,-2%,COc1cccc(/C=N/NC(=O)c2cccs2)c1
-2%,16%,-0.9%,7%,26%,-3.5%,1.1,7%,-3%,CC(=O)c1ccc(NC(=O)Nc2ccc([N+](=O)[O-])cc2C)cc1
.,15%,.,.,8%,-0.8%,.,32%,-10%,CC(OC(=O)CCCC(=O)Nc1ccc(F)cc1)C(=O)c1ccccc1 (stereo not given)
.,-11%,.,.,49%,-3.6%,.,2%,0%,COc1ccccc1NC(=O)C1CCC(CNc2c(N3CCCCC3)c(=O)c2=O)CC1 (stereo not given)
0%,-74%,-13%,13%,-9%,1.9%,1,61%,1%,COc1ccc(NC(=O)c2sc(N3CCOCC3)nc2-c2ccccc2)c(OC)c1
10%,1%,-7.4%,-10%,-70%,6.5%,1.1,-20%,-8%,COC(=O)COc1c(Cl)cc(Cl)c2ccc(C)nc12
.,12%,.,.,-21%,0.3%,.,-8%,-5%,COc1cc(Cl)ccc1OCc1cc(C(=O)NCC(C)c2ccccc2)no1 (stereo not given)
-4%,29%,-3.8%,7%,1%,-1.2%,1.1,-16%,-11%,CCC(COC)NCc1cn(-c2ccc(F)cc2F)nc1-c1ccccc1C (stereo not given)
-10%,8%,-7.0%,4%,-14%,-3.2%,1.1,-19%,-3%,Cc1cccc2c(Cl)cc(=O)[nH]c12
-2%,13%,-4.3%,-3%,17%,-7.8%,1.3,-28%,-6%,Cc1csc(SCC(=O)NC23CC4CC(CC(C4)C2)C3)n1
-1%,-14%,-3.7%,-4%,-21%,0.4%,1.1,4%,-1%,O=C(Nc1cccc2ncccc12)c1cc2ccccc2o1
-7%,-9%,-11%,-18%,-36%,-0.4%,1,6%,-2%,Cc1cc(C(=O)OCC(=O)NCc2ccco2)c(C)o1
4%,9%,-4.9%,10%,2%,3.4%,1,1%,-6%,Cc1ccc(NC(=O)CN(C)C(=O)CSc2n[nH]c(N)n2)cc1
-10%,8%,-5.1%,-8%,-2%,3.1%,1,21%,-13%,CCOC(=O)C1CCCN(S(=O)(=O)c2cccc3cccnc23)C1 (stereo not given)
-1%,-61%,-2.2%,-4%,-14%,-2.1%,1.1,-46%,-5%,COc1cccc(C(=O)N/N=C/c2ccc(OC3CSC3)cc2)c1
1%,-1%,-12%,4%,-4%,-0.9%,1,31%,-7%,Cc1cccc(C)c1NC(=S)NCCc1ccccn1
-1%,5%,-3.9%,8%,-14%,1.9%,1.1,-11%,-3%,COc1cc(C(=O)N(Cc2ccccn2)CC2CCCO2)cc(OC)c1OC (stereo not given)
.,-71%,.,.,6%,-2.1%,.,0%,-4%,O=[N+]([O-])c1ccc(NCc2ccc(Cl)cc2)nc1
.,10%,.,.,2%,2.5%,.,-11%,-12%,Cc1ccc(NC2CCCN(C(=O)c3cc(C(C)C)[nH]n3)C2)cc1C (stereo not given)
.,15%,.,.,45%,0.8%,.,-4%,-3%,Cc1cc(NCc2ccccn2)n2nc(C)c(-c3ccc(Cl)cc3)c2n1
-2%,9%,-2.2%,-4%,-9%,-3.8%,1.2,8%,-5%,COc1ccc(CC(NC(C)=O)C(=O)NC2CCN(C(=O)NCc3ccccc3)CC2)cc1OC (stereo not given)
.,6%,.,.,-6%,2.4%,.,1%,0%,CC(C)c1nc2sc3c(=O)[nH]c(=S)[nH]c3c2c2c1CCCC2
-10%,6%,-10%,-4%,-52%[20 µM],.,1.1,28%,-9%,COCCNC(=O)CN1CCCCCC1
-4%,-4%,-1.8%,-2%,1%,2.3%,1.1,-23%,-3%,Cc1nn(CC#N)c(=O)n1-c1cccc(F)c1
0%,-6%,-5.5%,-5%,-14%[20 µM],-2.3%,1.1,-15%,-8%,CC(C)(C)NC(=O)CSCc1ccc(Br)cc1
-28%,9%,2.0%,-12%,-24%,-1.6%,1.2,-41%,2%,CSc1nnc(-c2sccc2-n2cccc2)o1
20%,18%,-4.3%,8%,-13%,-3.2%,0.8,24%,-6%,Cn1nc([N+](=O)[O-])c(C(C#N)c2nc3ccccc3n2C)c(Cl)c1=O (stereo not given)
10%,8%,-20%,6%,-8%,4.8%,1.1,-1%,-2%,COc1ccc(C(=O)COC(=O)c2ccc(NC(C)=O)cc2)cc1[N+](=O)[O-]
.,4%,.,.,0%,-0.5%,.,-28%,-3%,O=C(CSc1cn(CCNC(=O)c2c(F)cccc2F)c2ccccc12)NCC1CCCO1 (stereo not given)
8%,-32%,-1.1%,14%,-1%,-2.4%,1,-63%,0%,CC(C)(C)C1CCc2nc(NC(=O)Cc3cn4ccsc4n3)sc2C1 (stereo not given)

# Among those listed so far, these contain a cyano group:
human PMI inhibitors,HEK293 NOD2/NF-kB,XIAP displacement,human PMI inhibition,KOR beta-arrestin-1,KOR beta-arrestin-2,TNAP activators,NOD1 inhibition,LYP inhibition,structure
-4%,-4%,-1.8%,-2%,1%,2.3%,1.1,-23%,-3%,Cc1nn(CC#N)c(=O)n1-c1cccc(F)c1
20%,18%,-4.3%,8%,-13%,-3.2%,0.8,24%,-6%,Cn1nc([N+](=O)[O-])c(C(C#N)c2nc3ccccc3n2C)c(Cl)c1=O (stereo not given)

# (list continues)
human PMI inhibitors,HEK293 NOD2/NF-kB,XIAP displacement,human PMI inhibition,KOR beta-arrestin-1,KOR beta-arrestin-2,TNAP activators,NOD1 inhibition,LYP inhibition,structure
-56%,-3%,-1.1%,-14%,-19%,1.7%,1,33%,7%,COC(=O)c1[nH]c2ccc(Br)cc2c1NC(=O)CN1CCCc2ccccc21
.,10%,.,.,-22%,3.3%,.,-8%,-8%,COc1ccc(OC)c(CNC(=O)CCc2cn(C)c3ccccc23)c1
.,19%,.,.,1%,-4.9%,.,3%,2%,COc1ccccc1-n1c(SCC(=O)O)nc2c(sc(=S)n2-c2ccc(Cl)c(C)c2)c1=O
12%,20%,-2.3%,11%,39%,-3.4%,1.1,-22%,-7%,O=C(Nc1c(C(=O)N2CCCC2)cnn1-c1ccccc1)c1cccc(F)c1
1%,-6%,0.0%,-8%,5%,-3.5%,0.8,-5%,7%,CN(C)S(=O)(=O)c1ccc2c(c1)c(=O)c(C(=O)N1CCN(c3ccccn3)CC1)cn2C
-4%,6%,-1.8%,6%,18%,-6.3%,1.1,-10%,-4%,Cc1nc(NC(=O)CCC(=O)O)sc1C(=O)N(C)C
11%,-4%,2.5%,16%,-22%,-1.8%,1.1,0%,6%,CCOC(=O)c1c(NC(=O)CSc2nnnn2-c2ccccc2)sc2c1CCC(C)C2 (stereo not given)
.,-24%,.,.,-21%[20 µM],0.4%,.,-24%,-10%,C/C(=C\c1ccccc1)CN1CCN(C)CC1
16%,8%,-2.1%,11%,-26%,10%,1.2,-36%,-4%,O=C(Nc1ccc(N2CCOCC2)cc1)c1cc(F)c(F)cc1Cl
11%,10%,-12%,14%,-4%,-0.2%,1.1,14%,-6%,CCc1ccc(NC(=O)N(Cc2cccnc2)Cc2ccco2)cc1
3%,8%,-4.7%,-9%,-38%,1.0%,1,-1%,-2%,O=C(c1cccs1)N(CCO)Cc1cc2cc3c(cc2[nH]c1=O)OCCO3
2%,-16%,-9.1%,8%,-46%,0.9%,1.5,70%*,-3%,CNC(=S)N/N=C/c1cn(Cc2ccc(C)cc2)c2ccccc12
2%,3%,-3.6%,-3%,15%,5.9%,1.1,4%,-2%,CSc1ccccc1NC(=O)COC(=O)c1ccc(O)cc1
16%,8%,-5.9%,14%,-8%[20 µM],-12%,1,-30%,-9%,Cc1ccc(Sc2ccc(C(=O)N(C)C)cc2[N+](=O)[O-])cc1
14%,2%,-14%,11%,-28%[20 µM],.,1,26%,-11%,CC(C)(C)NC(=O)C(c1ccncc1)N(C(=O)Cn1nnc(-c2ccc(F)cc2)n1)c1ccccc1 (stereo not given)
-1%,0%&16%,-5.4%,4%,3%&0%,0.8%&-3.0%,1,-3%&12%,-8%&-10%,O=C(O)CCCCC1SCC2NC(=O)NC21 (stereo not given)
.,-6%,.,.,-12%,-4.3%,.,-24%,1%,Cc1ccccc1NC(=O)c1ccc2c(c1)CCN2S(C)(=O)=O
-4%,7%,-1.9%,2%,12%,-1.2%,1.1,-12%,-1%,C=C(C)c1ccc(C(C)(C)NC(=O)N2CCN(C)CC2)cc1
.,-27%,.,.,10%,1.3%,.,-8%,-25%,CCC(C)NC(=O)c1cc2cc3ccc(OC)cc3nc2o1 (stereo not given)
0%,11%,-1.0%,-1%,5%,-0.9%,1.1,-25%,7%,O=C(NCc1ccccn1)c1cn(Cc2ccccc2)nn1
.,13%,.,.,20%,2.5%,.,2%,-4%,O=C(O)c1cccc(S(=O)(=O)Nc2ccccc2N2CCOCC2)c1
.,-49%,.,.,.,7.1%,.,-8%,-5%,Cc1ccc(S(=O)(=O)[N-]c2nc3ccccc3nc2-n2cc[n+](Cc3ccccc3)c2)cc1
16%,-12%,-6.9%,20%,-51%,5.3%,1,-7%,-6%,Cn1cc(Br)c(C(=O)Nc2sc3c(c2C(N)=O)CCC3)n1
.,-9%,.,.,7%,-5.2%,.,-7%,-6%,COc1ccc(CC(=O)Nc2ccccc2NC(=O)Cc2ccc(OC)cc2)cc1
6%,-53%,-1.7%,6%,11%,1.6%,1,.,-2%,Cc1cccc(OCC2=NS(=O)(=O)c3ccccc3N2)c1
5%,10%,-0.3%,6%,18%,-4.7%,1,-6%,-4%,CC(NCc1ccc(F)cc1)C(=O)Nc1cc(S(=O)(=O)N2CCCCC2)ccc1Cl (stereo not given)
.,1%,.,.,16%,-5.3%,.,-43%,-1%,C=CCN1C(=O)c2ccc(C(=O)N3CCC(C(N)=O)CC3)cc2C1=O
6%,-99%,0.2%,8%,-24%,4.1%,1.1,.,0%,CCOC(=O)c1c(C)[nH]c(C(=O)NNC(=O)c2ccccc2)c1C
3%,5%,0.2%,1%,-12%,-3.5%,1.1,-16%,6%,Cc1[nH]c2ccccc2c1/C=N/NS(=O)(=O)c1ccccc1
.,8%,.,.,-2%,-4.9%,.,-27%,-2%,CC1CCC2C(=O)N(c3cccc(C(=O)Nc4ccccc4Cl)c3)C(=O)C2C1 (stereo not given)
.,-10%,.,.,-57%,3.3%,.,-17%,-10%,COc1ccc(NC(=O)CSc2nnc(-c3ccco3)n2N)cc1Cl

# As entered above.
# `CC(NCc1ccc(F)cc1)C(=O)Nc1cc(S(=O)(=O)N2CCCCC2)ccc1Cl` (stereo not given) @ LYP inhibition: -4%
# `CC1CCC2C(=O)N(c3cccc(C(=O)Nc4ccccc4Cl)c3)C(=O)C2C1` (stereo not given) @ LYP inhibition: -2%
# `Cc1cccc(OCC2=NS(=O)(=O)c3ccccc3N2)c1` @ human PMI inhibitors: 6%
# `C=CCN1C(=O)c2ccc(C(=O)N3CCC(C(N)=O)CC3)cc2C1=O` @ KOR beta-arrestin-2: -5.3%
